Imprint erasure = inducers of genomic imprint erasure in mouse ES cells; mouse ES Peg3-LacZ reporter, beta-gal luminescence, 40 h; Potency, µM (series often up to 60.7 µM), for inactives: at the top dose activity change, positive = activation, hits mostly activators; 110,000 tested, 0.02% active; AID 1948;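 further: 0% = negative control wells on the plate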
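Each well holds 300 Peg3LacZ-Neo (maternal) female ES cells incubated 40 h at 37C, 5% CO2. LacZ is measured by BetaGlo luminescence, with AC50 and maximum efficacy derived from dose-response curves.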
p53ts 32C kill = kills p53ts cells at the permissive temperature; H1299-p53A138V at 32C, ATP luminescence viability, 24 h; Potency, µM (highest dose often 46.1 µM), inactives show at the top dose activity change, negative = cytotoxicity, most hits filed as cytotoxic; 130,000 tested, 0.93% active; AID 924;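 further: 0% = DMSO and -100% = full killing by reference compound; nearly all actives have a fitted effect of over 55% in size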
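Cells: H1299 p53ts (A138V), 600/well, pre-incubated 16–30 h at 37C. Cpd up to 46 uM, 24 h, 32C. Readout: ATPlite luminescence, 20 min RT. Normalization: DMSO vs tamoxifen 100 uM. AC50 by Hill equation.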
IkB sig inh = IkB pathway inhibition in ABC-DLBCL cells. ABC-DLBCL IkBa-CBG/CBR dual luciferase ratio, 4 h; response scale: scaled: untreated 0%, proteasome inhibitor 100%. Potency, µM (doses to about 57.1 µM), inactives show top-dose IkBa stabilization activation. AID 445. 110,000 tested, 0.04% active; active means well fitted curve in the direction sought with a large enough effect in the signal ratio, not every such curve was filed as active; inconclusive means small, poorly fitted or top-dose-only effect, or a change in a side signal; the % refers to the signal ratio;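 further: the direction sought is a rising ratio; 0% = basal untreated cells and 100% = reference inhibitor full response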
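Curves were fitted separately to fusion (green), unfused (red) and ratio luminescence, then classed by r2, magnitude and activity. Cells: OCI-Ly3, 4 h compound plus doxycycline at 37C; 10 uM MG-132 defined full response.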
p53ts 39C kill = kills p53ts cells at the nonpermissive temperature | 130,000 tested, 1.5% active | H1299-p53A138V viability at 39C, ATP luminescence, 24 h | Potency, µM (titrated, usually from 46.1 µM), without a hit: at the highest dose activity change, negative = cell killing, actives largely listed as cytotoxic; further: nearly all actives have a fitted effect of over 55% in size
* marks the source's active call; other numbers are inactive results; u = inconclusive; x = no result given; & = joins results of further samples; [ ] = another dose, or the depositor's remark. Unless noted, the call rests on the fitted dose curve; in most records, active means well fitted curve in the direction sought with a large enough effect; inconclusive means small, poorly fitted or top-dose-only effect, or another doubt; inactive means no such curve, though single readings can be large; an effect the other way counts as inactive or inconclusive. Unless noted, on the % scale 0 is the no-effect control and ±100 the full control effect; potency means the concentration at half of the fitted maximal effect.

| Structure | Imprint erasure | p53ts 32C kill | IkB sig inh | p53ts 39C kill |
| --- | --- | --- | --- | --- |
| CC(C)Oc1c(Cl)cc(CNC(C)(C)CO)cc1Cl | 12% | -13% | 1.2% | -3% |
| O=C(NC1CCCCCC1)C1CCN(C(=O)Cc2ccccc2)CC1 | -9% | 5% | 0.8% | 15% |
| Cc1nn(C)c(C)c1S(=O)(=O)N1CCCC(C(=O)NCC2COc3ccccc3O2)C1 (centres undefined) | -9% | -4% | -2.1% | 0% |
| COc1ccc(-c2csc(N(CC3CCCO3)C(=O)c3cccs3)n2)cc1 (centres undefined) | -11% | 2% | 2.7% | -5% |
| CN(C)c1cccc(C(=O)N2CCC(c3c[nH]c4ccccc34)(c3c[nH]c4ccccc34)CC2)c1 | -8%[10.9 µM] | 7% | 1.2% | -12% |
| CCOC(=O)c1cc(NC(=O)N2CCCc3ccccc32)c(C)nc1C | -2% | -2% | -0.9% | -7% |
| COc1ccc(-n2c(=O)c3ccccc3n(Cc3ccc(F)cc3Cl)c2=O)cc1OC | -9%[10.9 µM] | 6% | 4.3% | -24% |
| CCC1(C)Cc2c(C#N)c(N)n(N)c(=S)c2CO1 (centres undefined) | 0% | -3% | -2.6% | -1% |
| COc1ccc(NC(=O)Cn2cc(C(=O)c3cccs3)c3ccccc32)cc1 | -10%[10.9 µM] | 18% | 0.2% | 12% |
| CCc1cccc(NC(=O)c2ccc(NS(=O)(=O)c3c(C)noc3C)cc2)c1 | -9% | -1% | 3.4% | 1% |
| C=CCNC(=O)CCCCCNS(=O)(=O)c1ccc(OC)cc1 | -10% | -7% | 0.6% | 4% |
| CCOc1ccccc1NC(=O)c1sc2nc(-c3ccc(OC)cc3)ccc2c1N | -13%[10.9 µM] | 6.3µM* | -1.0% | 4µM* |
| O=c1c2oc3ccccc3c2n(Cc2cccc(Cl)c2)c(=O)n1Cc1ccc2c(c1)OCO2 | -23%[10.9 µM] | -3% | u | -12% |
| CCC(Oc1ccccc1)C(=O)N1CCN(Cc2cc(=O)n3nc(-c4cccc(C)c4)sc3n2)CC1 (centres undefined) | -6%[10.9 µM] | 8% | -1.5% | -15% |
| COc1ccccc1CN1CCC(CNC(=O)c2cnn(-c3ccc(C)c(C)c3)c2C2CCN(C(=O)OC(C)(C)C)CC2)CC1 | 14%[10.9 µM] | u | u | u |
| Cc1ccc(C(=O)NCC(c2cccnc2)N2CCc3ccccc32)cc1C (centres undefined) | -14%[10.9 µM] | 5% | u | 29% |
| COc1ccccc1NC(=O)N1CCN(Cc2nc3ccc(C)cc3o2)CC1 | -9%[10.9 µM] | 2% | 1.3% | 6% |
| CCOc1ccc2ncc3c(-c4ccc(C)cc4)nn(-c4cccc(F)c4)c3c2c1 | -18%[10.9 µM] | 1% | -1.3% | -13% |
| CC(C)C(=O)Nc1ccc2nc(SCC(=O)N3CCCC3)sc2c1 | -6%[10.9 µM] | -3% | -1.5% | 3% |
| COc1ccc2c(c1)c(C(=O)OCCN(C)C)c(C)n2C | -1% | -5% | -1.7% | 5% |
| N#CCSc1nnc2sc3ccccc3n12 | -5% | 2% | -3.2% | 2% |
| CCOC(=O)C1C(=O)NC(N2CCCCC2)=NC1c1ccco1 (centres undefined) | 3% | -1% | -0.8% | 20% |
| Cc1cccnc1NCC(O)COc1ccccc1 (centres undefined) | -9% | -3% | -0.4% | 1% |
| COc1cc(OC)cc(C(=O)Nn2c(C)nc3ccccc3c2=O)c1 | -5% | 0% | -0.6% | 8% |
| O=C(CSc1nncn2c1cc1occc12)Nc1ccccc1C(F)(F)F | -9%[10.9 µM] | 2% | u | -22% |
| COc1cccc(CNC(=O)Cn2c(=O)oc3cc(S(=O)(=O)N4CCCC4)ccc32)c1 | -5%[10.9 µM] | 3% | u | 4% |
| CC(C)COC(=O)NCCOC(=O)Nc1cccc(Cl)c1 | -23% | -13% | -1.4% | -5% |
| O=C(OCC(=O)N1c2ccccc2Sc2ccccc21)C1CC(=O)N(Cc2ccco2)C1 (centres undefined) | -16% | -1% | 0.6% | -6% |
| CCN(CC)C(=O)C1CC(c2ccc(OC)cc2)=NO1 (centres undefined) | -53%[inhibitor] | -17% | 3.2% | -17% |
| N#CC1=C(Nc2ccc(Br)cc2)CCC1 | x | -11% | x | -10% |

Single records (already shown):
CCOc1ccc2ncc3c(-c4ccc(C)cc4)nn(-c4cccc(F)c4)c3c2c1 is listed with Imprint erasure = -18%[10.9 µM]; p53ts 32C kill = 1%; IkB sig inh = -1.3%; p53ts 39C kill = -13%
O=C(NC1CCCCCC1)C1CCN(C(=O)Cc2ccccc2)CC1 is listed with Imprint erasure = -9%; p53ts 32C kill = 5%; IkB sig inh = 0.8%; p53ts 39C kill = 15%

Going on with the list.
| Structure | Imprint erasure | p53ts 32C kill | IkB sig inh | p53ts 39C kill |
| --- | --- | --- | --- | --- |
| COc1ccc(-c2nc3nc(C)cc(C)n3n2)cc1 | -47%[inhibitor] | u | 0.9% | -24% |
| COCC(=O)NC(c1ccccc1)c1ccccc1 | -11% | 5% | 0.7% | 1% |
| CSc1ccc(C2c3c(-c4ccccc4O)n[nH]c3C(=O)N2Cc2ccncc2)cc1 (centres undefined) | 3%[10.9 µM] | 37%[activator] | 2.2% | -12% |
| Cc1nc2c(C(=O)NCc3ccccc3)c[nH]n2c(=O)c1Cl | -13% | 11% | 3.2% | 14% |
| N=C(N)SCCc1cnc[nH]1 | -4%&-9% | -4%&-9% | 0.4%&1.3% | -11%&10% |
| CCNC(=O)Cn1cc(C#N)c2ccccc21 | x | -18% | x | -8% |
| CCOc1ccc(NS(=O)(=O)c2ccc3[nH]cc(C(=O)NCC4CCCO4)c(=O)c3c2)cc1 (centres undefined) | 2% | 9%&10% | 3.5%&0.0% | -4%&5% |
| C=C1C(=O)O[C@@H]2C3OC3(C)CC/C=C(\C)CC[C@@H]12 (some centres undefined) | -20% | -15% | x | -11% |
| Cc1c(CCC(=O)NCCc2ccccc2)c(=O)oc2c(C)c(O)ccc12 | -4%[10.9 µM] | -1% | -1.2% | 7% |
| CC(=O)c1c(C)[nH]c(C(=O)N2c3ccccc3CC2C)c1C (centres undefined) | -14% | 4% | 8.0% | 8% |
| Cc1ccc2oc(C(=O)Nc3sc4c(c3C(=O)NCc3cccnc3)CCCC4)cc(=O)c2c1 | 2%[10.9 µM] | 2% | 1.6% | -25% |
| COC(=O)c1sc2cccc(F)c2c1S(=O)(=O)N1CCN(c2cccc(OC)c2)CC1 | -3%[10.9 µM] | 7% | 1.3% | -23% |
| COc1ccc(-c2nc(SCC(=O)Nc3ccc4c(c3)OCCO4)c(-c3ccc(F)cc3)[nH]2)cc1 | -9%[10.9 µM] | -10% | -0.2% | -27% |
| CCNC(=O)CC1C(=O)N(c2cccc(OC)c2)C(=O)N1Cc1ccc(OC)c(OC)c1 (centres undefined) | -11%[10.9 µM] | -12% | 0.0% | 18% |
| COc1ccc(C2(O)CCN(Cc3nnnn3Cc3ccc(C)cc3)CC2)cc1 | -13% | -2% | -0.1% | 0% |
| CN1CCN(c2ncc3nc(-c4cccc(C#N)c4)c(=O)n(CCc4ccccc4)c3n2)CC1 | -32%[inhibitor] | -25% | 2.0%[11.4 µM] | u |
| COc1ccc(NC(=O)CCNS(=O)(=O)c2ccc3c(c2)c(=O)n(C)c(=O)n3C)cc1 | -4% | 2% | 0.3% | 1% |
| c1cc2c3c(cccc3c1)C(N1CCCCC1)=N2 | -14% | -14% | u | 2% |
| Cc1cc(C)c(NC(=O)CSc2ncc(S(=O)(=O)c3ccc(C(C)(C)C)cc3)c(=O)[nH]2)c(C)c1 | -1%[10.9 µM] | 6% | u | 8% |
| Cc1nc2c(cnn2-c2ccccc2Cl)c(=O)n1-c1ccc(C(C)C)cc1 | -1%[10.9 µM] | -1% | u | -3% |
| COc1ccc(Cn2c(=O)c3cccnc3n(Cc3cccc(F)c3)c2=O)cc1 | -1%[10.9 µM] | 1% | -0.6% | -17% |
| CC(C)C[C@H](NC(=O)NC(C)C)C(=O)O | u | 2% | 0.3% | 6% |
| CC1(C)CC(C)(O)P(=O)(c2ccccc2)O1 (centres undefined) | 1% | -11% | -0.5% | 1% |
| CCCCCN1C(C(=O)c2ccccc2)=C(NC(=O)c2ccccc2Cl)c2ccccc2S1(=O)=O | -17%[10.9 µM] | 19% | u | 12% |
| CC1Cc2ccccc2N1C(=O)c1cnsn1 (centres undefined) | 4% | 2% | 0.4% | -5% |
| CCc1nc(-c2cc(S(=O)(=O)N3CCN(c4ccccc4)CC3)ccc2OC)no1 | -13%[10.9 µM] | 12% | -1.4% | -19% |
| COc1cccc(CNC(=O)CN2C(=O)COc3ccc(S(=O)(=O)N4CCCCC4)cc32)c1 | -14%[10.9 µM] | -2% | 1.0% | -12% |
| CC(=O)Nc1cccc(NC(=O)CSc2nccn2Cc2ccccc2)c1 | -14%[10.9 µM] | -3% | u | -25% |
| Cc1ccc(NC(=O)c2c(C(=O)Nc3ccccc3)sc3nc(C)cc(=O)n23)cc1 | -10%[10.9 µM] | -1% | u | -13% |
| CC(C)(C)OC(=O)N1CCC(c2nnc(SCc3ccccc3F)o2)CC1 | 10%[10.9 µM] | 5% | -1.6% | -5% |
| Cc1cccc(NC(=O)CN2C(=O)COc3ccc(S(=O)(=O)N4CCC(C)CC4)cc32)c1C | -6%[10.9 µM] | -3% | 0.1% | -25% |
| O=C(CN1CCC(n2nnc3cc(C(F)(F)F)ccc32)CC1)NCc1cccs1 | -13% | -15% | u | -8% |
| CN(C)/C=N/c1cc(=O)n(Cc2ccccc2)c(=O)n1C | -1% | 5% | x | 3% |
| COc1cccc(CN2C(=O)C3(SCC(=O)N3c3ccc(C)c(Cl)c3)c3ccccc32)c1 (centres undefined) | -7%[10.9 µM] | 15% | u | -4% |
| Cc1cc2nc(-c3cccnc3SCC(=O)NCc3ccco3)[nH]c2cc1C | -94%[inhibitor] | 5µM* | u | 5µM* |
| COc1ccc(CCNC(=O)C2CCN(S(=O)(=O)c3cc(OC)ccc3OC)CC2)cc1 | -14% | 5% | 1.5% | 6% |
| CCOc1ccc(Nc2cc(C)nc3nc(C)nn23)cc1 | -12% | -3% | -0.6% | 3% |
| Cc1ccc(-c2nnc3sc(-c4ccc5c(c4)OCCO5)nn23)cc1 | -14% | 1% | -13% | 15% |
| CCOc1ccc(NC(=O)Cn2c(=O)n(Cc3ccco3)c(=O)c3oc4ccccc4c32)cc1 | -7%[10.9 µM] | 2% | 0.1% | 1% |
| Cn1c2ccc(Cl)cc2c2nc3ccccc3nc21 | -7% | -21% | -4.9% | -16% |
| O=C1NC2=C(C(=O)CCC2)C(c2ccc3ncccc3c2)N1 (centres undefined) | 2% | 10% | 1.1% | -1% |
| COc1ccc(CN(Cc2cccnc2)S(=O)(=O)c2ccc(-n3cnnn3)c(C)c2)cc1OC | x | -4% | -2.0% | 11% |
| COc1ccccc1C(=O)N1CCN(C2CCN(Cc3ccccc3)CC2)CC1 | -17% | 8% | 0.0% | 4% |
| O=C1c2ccccc2C(Nc2ccc3c(c2)OCCO3)N1Cc1ccccc1 (centres undefined) | -19% | 9% | u | 3% |
| Cc1ccc(C)c(OCC(=O)Nc2nonc2NC(=O)COc2cc(C)ccc2C)c1 | -16% | -3% | -1.3% | -4% |
| Cc1ccc(S(=O)(=O)N2CCN(Cc3ccccc3Cl)CC2)cc1 | -7%[10.9 µM] | -2% | u | 9% |
| CCCC(=O)Nc1cccc(-c2nc3cc(C)c(C)cc3o2)c1 | -45%[inhibitor] | 16µM* | 1.6% | u |
| COc1ccc(NC(=O)NCc2ccccn2)cc1OC | -6% | 2% | -1.0% | 13% |
| COc1ccccc1N1CCN(C(=O)c2ccc(S(=O)(=O)N3CCCCC3)cc2)CC1 | -15% | 8% | 4.0% | 6% |
| CC(C)c1nc2ccc(C(=O)NCCCN3CCN(c4cccc(Cl)c4)CC3)cc2o1 | -7%[10.9 µM] | -11% | -0.3% | -18% |
| COc1ccc(-c2cc(C(=O)Nc3ccc4c(c3)OCO4)no2)cc1OC | -5%[10.9 µM] | 3% | 0.8% | 8% |

Assay outcomes: PubChem, National Center for Advancing Translational Sciences (NCATS)
